# STK33 kinase inh = inhibitors of purified STK33 kinase, primary screen, biochemical, ADP-Glo luminescence, homogeneous, cell-free. Serine/threonine-protein kinase 33 (Homo sapiens), Q9BYT3. MBP phosphorylation. inhibition, % at 10 µM. 320,000 compounds, 0.073% hits. AID 2661, 2010;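 active = inhibition at or above 25%, using the most active replicate where run in duplicate; inactive = inhibition below 25%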
# Target sequence (Q9BYT3 whole entry, looked up): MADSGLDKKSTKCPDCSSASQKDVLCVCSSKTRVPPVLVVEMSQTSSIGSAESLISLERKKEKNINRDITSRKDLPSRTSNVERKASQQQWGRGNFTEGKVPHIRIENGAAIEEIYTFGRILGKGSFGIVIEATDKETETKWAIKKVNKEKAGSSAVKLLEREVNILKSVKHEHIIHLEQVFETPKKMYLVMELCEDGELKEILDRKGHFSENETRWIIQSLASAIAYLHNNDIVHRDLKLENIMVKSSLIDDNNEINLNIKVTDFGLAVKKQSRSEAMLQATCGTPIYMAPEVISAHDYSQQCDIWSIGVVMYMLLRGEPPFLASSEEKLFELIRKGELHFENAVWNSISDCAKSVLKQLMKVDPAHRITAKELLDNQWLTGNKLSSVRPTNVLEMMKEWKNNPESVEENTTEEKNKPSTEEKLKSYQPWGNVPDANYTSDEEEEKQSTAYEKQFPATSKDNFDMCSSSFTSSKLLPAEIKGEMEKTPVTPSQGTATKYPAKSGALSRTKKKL
# CHT block = inhibitors of human choline transporter CHT; 310,000 compounds, 0.86% hits; AID 488975, 2010; High affinity choline transporter 1 (Homo sapiens), Q9GZV3; CHT-expressing cells, membrane potential dye, choline response; stronger effect = lower value; B-score at 10 µM;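 active = B-score over 3 SD under the library average, and starting fluorescence ratio not unusually high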;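 also: choline stimulus applied at its EC90 after an EC20 pre-addition; B-score computed on integrated fluorescence ratio after choline addition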
# Target sequence (Q9GZV3 whole entry, looked up): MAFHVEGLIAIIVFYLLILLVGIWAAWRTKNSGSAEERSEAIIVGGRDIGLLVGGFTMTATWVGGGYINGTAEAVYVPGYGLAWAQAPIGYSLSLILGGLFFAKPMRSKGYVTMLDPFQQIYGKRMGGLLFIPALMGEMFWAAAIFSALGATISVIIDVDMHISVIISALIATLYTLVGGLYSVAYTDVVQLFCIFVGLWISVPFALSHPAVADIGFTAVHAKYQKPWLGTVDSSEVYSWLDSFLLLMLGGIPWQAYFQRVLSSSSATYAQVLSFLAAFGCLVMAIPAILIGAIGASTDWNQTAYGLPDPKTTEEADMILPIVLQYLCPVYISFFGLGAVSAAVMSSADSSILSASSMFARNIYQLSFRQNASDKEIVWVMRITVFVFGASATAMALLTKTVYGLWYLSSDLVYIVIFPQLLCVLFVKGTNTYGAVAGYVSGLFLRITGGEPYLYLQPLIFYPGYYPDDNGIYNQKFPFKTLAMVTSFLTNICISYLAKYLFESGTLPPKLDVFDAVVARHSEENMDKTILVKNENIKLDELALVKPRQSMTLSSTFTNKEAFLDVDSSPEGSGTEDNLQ
# CHT allo act = CHT positive allosteric modulators, primary screen, cell-based, membrane potential dye, choline EC20. B-score at 10 µM. 310,000 compounds, 0.49% hits. High affinity choline transporter 1 (Homo sapiens), Q9GZV3. CHT-expressing cells; stronger effect = higher value; LV-AA mutant CHT in HEK293 cells;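 active = initial fluorescence not abnormally high and integrated response B-score, plate-corrected, over 3 SD above library mean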
# Numbers without * were called inactive; i = inactive; nt = not tested or not shown.
SMILES,STK33 kinase inh,CHT block,CHT allo act
O=C1CCCN1c1ccc(S(=O)(=O)Nc2ccc3c(c2)OCCO3)cc1,-2.2,i,i
O=C(NCCc1ccccc1)c1ccc(Cl)cc1[N+](=O)[O-],-0.4,i,i
CCn1c(SCC(=O)Nc2ccc(OC)cc2)nc2nc3c(cc2c1=O)CCCC3,-1.2,i,i
CCOC(=O)C1=C(c2ccccc2)NC(=O)NC1c1ccc(OC)cc1OC (stereo not drawn),-1.2,i,i
CSCCNC(=O)Nc1c(-c2c(Cl)cccc2Cl)noc1C,-0.9,i,i
CCOC(=O)c1cnn(-c2cc(C(C)(C)C)nc3c(-c4ccccc4)c(C)nn23)c1N,-0.5,i,i
COc1ccccc1-c1c(C)[nH]n2c(=O)c(Cc3ccccc3)c(C)nc12,0.8,i,i
C[C@]12C(=O)N(c3ccccc3)C(=O)N1[C@@H]1c3ccccc3OC[C@@H]1[C@H]2c1ccccc1,-0.3,i,i
COc1ccc(CNC(=O)COC(=O)c2cccs2)cc1,-1.0,i,i
O=C(NC1CCN(Cc2ccccc2)CC1)c1ccc(Oc2cc(Cl)cc(Cl)c2)o1,-0.3,i,i
CCOc1ccc(NS(=O)(=O)N(C)C)cc1,0.9,i,i
O=C(CNC(=O)Cc1cccc2ccccc12)NCc1ccccc1F,-0.9,i,i
COC(=O)N1C(=O)[C@@](c2ccc(OC)cc2)(C(C)C)N1C(=O)OC,-1.2,i,i
CCC(C)(C)NC(=O)C(c1ccc(OC)cc1)N(Cc1ccccc1)C(=O)CCC(=O)Nc1cc(C)on1 (stereo not drawn),0.5,i,i
COc1ccc(NC(=O)Cn2nnc(C(=O)NCc3cccc(OC)c3)c2N)cc1,-0.7,i,i

# 4 structures out of the list, sorted by SMILES length, smallest number first.
SMILES,STK33 kinase inh,CHT block,CHT allo act
CSCCNC(=O)Nc1c(-c2c(Cl)cccc2Cl)noc1C,-0.9,i,i
CCOC(=O)C1=C(c2ccccc2)NC(=O)NC1c1ccc(OC)cc1OC (stereo not drawn),-1.2,i,i
O=C(NC1CCN(Cc2ccccc2)CC1)c1ccc(Oc2cc(Cl)cc(Cl)c2)o1,-0.3,i,i
CCOC(=O)c1cnn(-c2cc(C(C)(C)C)nc3c(-c4ccccc4)c(C)nn23)c1N,-0.5,i,i

# (listing goes on)
SMILES,STK33 kinase inh,CHT block,CHT allo act
Cc1c(O)nc(SC2CC(=O)N(c3cc(Cl)cc(Cl)c3)C2=O)[nH]c1=O (stereo not drawn),2.3,i,i
CCCCC(CCC(=O)NNC(=O)Cc1ccccc1)C(=O)O (stereo not drawn),2.0,i,i
COCCNC(=O)CCc1nc(-c2ccccc2)no1,0.4,i,i
COC(=O)CNc1c(-c2ccccn2)nc2ccc(Br)cn12,0.2,i,i
COc1ccc(OC)c(C2CC(=O)Nc3cc(OC)c(OC)c(OC)c32)c1 (stereo not drawn),nt,i,i
COc1ccccc1NS(=O)(=O)c1cc(NC(=O)C2CC2)ccc1N1CCOCC1,-1.4,i,i
CN(c1ccccc1)S(=O)(=O)c1cccc(NC(=O)CCN2C(=O)C3CCCCC3C2=O)c1 (stereo not drawn),-0.6,i,i
Cc1ccccc1N(C(=O)c1csnn1)C(C(=O)NC1CCCC1)c1ccncc1 (stereo not drawn),-1.3,i,i
COc1ccccc1N1CCN(/N=C/c2ccc([N+](=O)[O-])cc2)CC1,0.3,i,i
O=C(O)CC(c1cccc(C(F)(F)F)c1)N1CCS(=O)(=O)CC1 (stereo not drawn),1.7,i,i
Cc1cc(C(=O)CN2C(=O)C3CC=CCC3C2=O)c(C)n1-c1ccccc1 (stereo not drawn),-1.8,i,i
CS(=O)(=O)c1ccccc1-c1nnc(NC(=O)CCS(=O)(=O)c2ccc(Cl)cc2)o1,-1.1,i,i
CC1=C(C(=O)c2ccccc2)C(c2ccc(OC(F)F)cc2)NC(=S)N1 (stereo not drawn),1.5,i,i
C/C=C1\COC(C(=O)NCCN2CCCC2)(C(F)(F)F)C=C1C=C1CCCCC1 (stereo not drawn),-0.9,i,i
COc1ccc2c(c1)nc(SCC(=O)c1ccc(Br)s1)n2C,0.8,i,i

# Profiles, quoted from the list:
# CS(=O)(=O)c1ccccc1-c1nnc(NC(=O)CCS(=O)(=O)c2ccc(Cl)cc2)o1 is entered as STK33 kinase inh: -1.1; CHT block: i; CHT allo act: i
# COc1ccccc1NS(=O)(=O)c1cc(NC(=O)C2CC2)ccc1N1CCOCC1 is entered as STK33 kinase inh: -1.4; CHT block: i; CHT allo act: i

# Next part.
SMILES,STK33 kinase inh,CHT block,CHT allo act
CCCN(Cc1cc2ccc(C)cc2[nH]c1=O)S(=O)(=O)c1ccccc1,1.4,i,i
CC(NC(=O)Cn1cc(Br)c([N+](=O)[O-])n1)c1ccccc1 (stereo not drawn),-1.4,i,i
c1ccc(-c2cn3nc(-c4ccccc4)c(-c4ccccc4)nc3n2)cc1,-1.8,i,i
O=C(CC(=O)Nc1cccc(F)c1)Nc1cccc(F)c1,0.0,i,i
COc1ccc(C#Cc2c(-c3ccsc3)oc3ccc(N4CCOCC4)cc23)cc1,-0.6,i,i
Cc1ccc(C(=O)NC(=S)Nc2c(C)ccc3nsnc23)cc1,-2.4,i,i
CC(=O)NCCNc1ccc([N+](=O)[O-])cn1,-2.6,i,i
O=C(NCc1cccs1)C1CCCCC1,0.6,i,i
O=C(Cc1ccccc1)NN1C(=O)/C(=C/c2ccc(C(=O)O)cc2)SC1=S,1.2,i,i
COC(=O)C(C(=O)NCC1CCCO1)C1CCCC1 (stereo not drawn),1.3,i,i
Cc1cc(C)cc(NC(=O)C(NCCN2CCOCC2)c2ccccc2)c1 (stereo not drawn),-1.8,i,i
COc1ccccc1C(=O)Nc1ccnn1C1CCN(C/C=C/c2ccc(F)cc2)CC1,1.0,i,i
Cc1c(C(=O)Nc2ccncc2)sc2nc(-c3ccc(F)cc3)cn12,1.5,i,i
CCOc1ccc(S(=O)(=O)N(CC)CC(=O)NCc2ccncc2)cc1C,-1.0,i,i
O=C(NCc1ccccc1F)C1CCN(C(=O)c2sccc2-n2cccc2)CC1,-1.8,i,i
O=c1[nH]c2c(s1)C(c1ccccc1)C1C3CCC(C3)C1S2 (stereo not drawn),-0.3,i,i
O=C(NC1CC2CCC(C1)N2Cc1ccccc1)c1ccccc1Br (stereo not drawn),-0.5,i,i
O=C(Cc1ccc(F)cc1)NC1CCSC1=O (stereo not drawn),-0.8,i,i
CCOC(=O)c1sc(N)nc1C(C)(C)C,0.2,i,i
Cc1nc(NCCc2ccccc2)c2oc3ccccc3c2n1,1.8,i,6.3*
Cc1nn(C)c(=O)n1N(C)c1ncc(C(F)(F)F)cc1Cl,-0.9,i,i
CCn1c(COc2ccc(=O)n(-c3ccccc3)n2)n[nH]c1=S,-1.3,i,i
Cc1ccc(C(=O)N/C(=C\c2ccco2)C(=O)NCCN2CCCCC2)cc1C,-0.1,i,i
CCN(CCCNC(=O)C1CCC(=O)N1Cc1ccc(C)cc1)c1cccc(C)c1 (stereo not drawn),0.1,i,i
O=C(NC1CCCc2ccccc21)c1cn2ccccc2n1 (stereo not drawn),-0.8,i,i
O=C(CCN1C(=O)/C(=C/c2ccc(F)cc2)SC1=S)NNC(=O)c1cccnc1,0.3,i,i
O=C(c1cccc(F)c1)N1CCc2ccccc2C1,0.6,i,i
Cc1ccc(NCc2ccc(O)c3ncccc23)cc1C,0.5,i,i
Cc1cc(OC(=O)c2ccccc2Cl)c([N+](=O)[O-])c(=O)[nH]1,-1.5,i,i
COc1cc(OC)c(-c2cc(C(=O)O)ccc2OC)c(OC)c1,2.5,i,i
O=C(O)CN1C(=O)/C(=C/c2ccc(N3CCCCC3)o2)SC1=S,-2.4,i,i
CCOc1ccc(CNC(=O)c2cc3oc4ccccc4c3n2C)cc1,-0.5,i,i
COc1ccc(N2CC(C(=O)N3CCN(C(=O)c4ccco4)CC3)CC2=O)cc1 (stereo not drawn),0.7,i,i
Cc1cc(=O)oc2cc(OCC(=O)NCc3ccco3)ccc12,-4.5,i,i
CCOC(=O)CSc1nc2sc3c(c2c(=O)n1C1CCCCC1)CCN(C)C3,0.0,i,8.1*
C=CCNC(=O)c1cnc2n(c1=O)CCS2,0.8,i,i
O=C(CSC1=NS(=O)(=O)c2ccccc21)Nc1ccccc1,-0.6,i,i
Cc1ccc(C2c3c(-c4ccccc4O)n[nH]c3C(=O)N2Cc2ccncc2)cc1 (stereo not drawn),-0.3,i,i
CC(NC(=O)C(C)N1C(=O)c2cccc([N+](=O)[O-])c2C1=O)c1ccccc1 (stereo not drawn),-3.4,i,i
Cc1ccc(C(=O)NC(NC(=O)c2ccc(C)cc2)c2cccc([N+](=O)[O-])c2)cc1,0.6,i,i
CCOc1ccc(C2/C(=C(/O)c3ccc4c(c3)CC(C)O4)C(=O)C(=O)N2CCCn2ccnc2)cc1OCC (stereo not drawn),0.5,i,i
Cc1ccc(S(=O)(=O)Nc2ccc(C(=O)N3CCCC3)cc2)cc1,-1.2,i,i
O=C(Nc1cccc(F)c1)Nc1cnccn1,-0.4,i,i
CC(Sc1nc2c(c(=O)[nH]1)CCCC2)C(=O)Nc1ccc(Br)cn1 (stereo not drawn),2.4,i,i
Cc1ccccc1Nc1c(C)c(C)nc2ncnn12,-1.4,i,i
Cc1onc(-c2c(Cl)cccc2Cl)c1COC(=O)c1ccc([N+](=O)[O-])cc1,-0.6,i,i
Cc1cccc(CN2CCN(C(=S)Nc3ccccc3)CC2)c1,0.6,i,i
CN(C)c1nc(OCCOC(=O)c2ccccc2)nc(N(C)C)n1,-1.3,i,i
CC1CC(=O)Nc2ccccc2N1S(=O)(=O)c1ccc(F)cc1F (stereo not drawn),2.1,i,i
O=C(Nc1ccccc1C(=O)N1CCCC1)c1ccc(Cl)cc1Cl,-1.3,i,i
CC(C)n1cc(C(=O)c2cc(Br)ccc2O)cc(C#N)c1=O,-0.6,i,i
CCOc1ccc(N/C(N)=N/c2nc(CSc3nnc(C)s3)cc(=O)[nH]2)cc1,0.3,i,i
CC(Nc1ncnc2nc[nH]c12)c1ccccc1 (stereo not drawn),2.9,i,i
Cc1nnc(SCC(=O)Nc2cccc([N+](=O)[O-])c2)n1CC1CCCO1 (stereo not drawn),0.1,i,i
CCOC(=O)N1CCN(C(=O)c2c(N)no[n+]2[O-])CC1,-3.6,i,i
Cc1ccc(-c2ccc(=O)n(CC(=O)NCCCN3CCCCC3)n2)cc1,-1.9,i,i
COC(=O)C/C=C/[C@@H](C)[C@@H](/C=N/O[C@@H](C)c1cn([C@H](CO)Cc2ccccc2)nn1)NS(=O)(=O)c1ccc(C)cc1,-9.9,i,i
CCCCCCCNC(=O)C1(CC2CC(c3cccc(Br)c3)=NO2)CCNCC1 (stereo not drawn),0.7,i,i
COc1cc(C(=O)NCc2nc(C)cs2)ccc1OC1CCN(C(C)=O)CC1,0.8,i,i
Cc1ccc2c(C(=O)CN3CCSCC3)c(C)[nH]c2c1,-2.4,i,i
# Other results:
SMILES,STK33 kinase inh,CHT block,CHT allo act
Cc1nn(C)cc1/C=N/NC(=S)Nc1ccc(Cl)cc1Cl,-0.6,i,i
COc1ccccc1-n1ccnc(SCC(=O)NCc2ccccc2Cl)c1=O,nt,i,i
O=C(NCc1cccc(C(F)(F)F)c1)c1cccc(Cl)c1Cl,-0.5,i,i
Clc1c(OCCCn2ccnc2)ccc2ccccc12,1.1,i,i
CC(C)CCNC(=O)CO/N=C/c1ccccc1OC(F)F,0.5,i,i
CCN1CCN(C(=O)c2cc3sccc3n2CC(=O)c2ccccc2)CC1,-1.6,i,i
CCCc1nn2c(=O)cc(CSCC(=O)Nc3ccc(OC)cc3)nc2s1,-0.4,i,i
CCN(CC)c1ccc([N+](=O)[O-])cc1/C=N/NC(=O)CC#N,-2.4,i,i
O=c1c(Cc2ccc(F)cc2)c(O)ccn1CCc1cnc[nH]1,nt,i,i
O=C(NCCC1CCCCN1S(=O)(=O)c1ccccc1)C(=O)NCc1ccccc1 (stereo not drawn),-0.5,i,i
CC1CCCCC1NC(=O)CCc1nc2sc3c(c2c(=O)[nH]1)CCCC3 (stereo not drawn),nt,i,i
CC1(C)CC(NC(=S)Nc2ccc(S(N)(=O)=O)cc2)CC(C)(C)N1,-2.0,i,i
CCOC(=O)Cc1csc(SC(C)C(=O)NC2CCCCC2C)n1 (stereo not drawn),0.2,i,i
O=C(CN1C(=O)c2cccc3cccc1c23)N1CCN(Cc2ccc3c(c2)OCO3)CC1,0.1,i,i
O=C(NN1c2ccccc2CCc2ccccc21)c1ccccc1Br,-1.7,i,i
CCOC(=O)N1CCC(N2C(=O)c3ccccc3C2Nc2ccc3c(c2)OCCO3)CC1 (stereo not drawn),0.8,i,i
CCOC(=O)Nc1ccc(S(=O)(=O)Nc2cc(C)nc(C)n2)cc1,-1.8,i,i
Cc1onc(-c2ccc(Cl)cc2Cl)c1C(=O)/C=C/N(C)C,-1.2,i,i
O=C(CSc1nccc(-c2ccc(Br)cc2)n1)NCCc1ccccc1,-2.2,i,i

# In the list so far, these contain a tert-butyl group.
SMILES,STK33 kinase inh,CHT block,CHT allo act
CCOC(=O)c1cnn(-c2cc(C(C)(C)C)nc3c(-c4ccccc4)c(C)nn23)c1N,-0.5,i,i
CCOC(=O)c1sc(N)nc1C(C)(C)C,0.2,i,i
